KCNK3 inh = human KCNK3 channel inhibitors, primary screen, CHO cells, FluxOR thallium flux, B-score; Potassium channel subfamily K member 3 (Homo sapiens), O14649; FluxOR fluorescence; hits give low values; B-score at 10 µM; 340,000 tested, 0.84% active;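 active = B-score under library mean minus 4 SD, starting fluorescence ratio at most library mean plus 5 SD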;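 also: more negative B-score means stronger inhibition of thallium flux through KCNK3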
Target sequence (O14649 whole entry, looked up): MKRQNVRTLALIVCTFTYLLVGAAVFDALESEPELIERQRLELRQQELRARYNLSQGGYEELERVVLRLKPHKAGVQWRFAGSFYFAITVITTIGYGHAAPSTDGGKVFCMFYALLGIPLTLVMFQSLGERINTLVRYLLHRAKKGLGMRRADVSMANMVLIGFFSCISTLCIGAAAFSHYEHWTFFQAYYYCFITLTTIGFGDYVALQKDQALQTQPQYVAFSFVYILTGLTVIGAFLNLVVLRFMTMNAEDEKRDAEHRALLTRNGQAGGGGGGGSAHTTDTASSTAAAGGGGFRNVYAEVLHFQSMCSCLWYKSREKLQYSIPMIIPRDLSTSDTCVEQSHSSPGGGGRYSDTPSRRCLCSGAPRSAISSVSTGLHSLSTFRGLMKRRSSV
Dyrk1A ADPGlo = rat Dyrk1A kinase inhibitors, primary screen, biochemical, single point, plate reader. ADP-Glo luminescence, NFATc1 peptide. Dual specificity tyrosine-phosphorylation-regulated kinase 1A (Rattus norvegicus), Q63470. AID 504441, 2011. 310,000 tested, 0.43% active. inhibition, % at 12.5 µM; in the data active = inhibition above about 50%;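 also: plate controls were vehicle with enzyme for no effect and no enzyme for full effect; many of its hits are not listed in these tables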
* = called active by the depositor; i = inactive. These rows are one share of the data; the hit share may differ from the screen's.

SMILES | KCNK3 inh | Dyrk1A ADPGlo
CC1CCCC(C)N1C(=O)COC(=O)c1ccc(Br)c(S(=O)(=O)N2CCOCC2)c1 (stereo not drawn) | i | -0.4
O=C(Cc1ccccc1)c1ccc(N2CCOCC2)cc1 | i | 7.4
C[C@@H]1CN([C@@H](C)CO)C(=O)c2cccc(NS(C)(=O)=O)c2O[C@H]1CN(C)Cc1ccc(Oc2ccccc2)cc1 | i | 15.8
CC(CCNC(=O)c1ccccc1)(CCNC(=O)c1ccccc1)[N+](=O)[O-] | i | -6.8
Brc1cccc(-c2nnc(-c3ccccc3)o2)c1 | i | 3.6
COc1cccc(CN(C)C(=O)c2cccc(S(=O)(=O)N3CCN(Cc4ccccc4)CC3)c2)c1OC | i | 1.6
Cc1cc(C(=O)OCC(=O)Nc2ccccc2C)c(C)o1 | i | -6.3
CCOc1ccc(S(=O)(=O)NCCC(=O)NCc2ccc(OC)c(OC)c2)cc1 | i | 0.0
CCN(C[C@H]1N[C@@](CC)(C(=O)OC)[C@H]2C(=O)N(C)C(=O)[C@@H]12)C(=O)c1ccc(C(C)(C)C)cc1 | i | 4.3
CCOC(=O)N1CCN(C(=O)COC(=O)c2ccc(Cl)nc2)CC1 | i | -1.8
O=C(OCC(=O)N(Cc1ccccc1)Cc1ccccc1)c1ccccc1O | i | 0.0
O=C1C(Cc2ccccc2)Nc2ncnc(N3CCc4ccccc4C3)c2N1Cc1ccccc1 (stereo not drawn) | i | -5.0
COc1ccc(-n2c(Cn3c(=O)sc4ccccc43)nnc2SCC(=O)N2CCOCC2)cc1 | i | 55.9*
COc1ccccc1/C=C/C(=O)OCC(=O)Nc1ccc2c(c1)OCCO2 | i | -6.1
COC(=O)c1ccc(N=c2sc(C(=O)OC)cc(=O)n2C)cc1 | i | 5.2
CCC(C)NC(=O)C1CCN(C(=O)c2ccccc2)CC1 (stereo not drawn) | i | -0.4
C[C@H]1COC(=O)[C@H](CC(=O)OC(C)(C)C)C/C=C\C[C@@H](CC(=O)N[C@@H](CO)Cc2ccccc2)C(=O)N1 | i | -3.8
C[C@H](CO)N1C[C@H](C)[C@@H](CN(C)C(=O)Nc2ccc(C(F)(F)F)cc2)Oc2c(NS(=O)(=O)c3ccccc3)cccc2C1=O | i | 37.1
COc1ccc(NC(=O)N(C)C[C@H]2Oc3c(NC(=O)Nc4ccc5c(c4)OCO5)cccc3C(=O)N([C@H](C)CO)C[C@@H]2C)cc1 | i | -7.8
O=C(NCC(c1ccco1)N1CCCCC1)c1ccc(S(=O)(=O)Nc2ccccc2Cl)cc1 (stereo not drawn) | i | 0.5
Cc1ccc2oc(C(=O)Nc3cc(C)on3)c(C)c2c1 | i | 2.2
Cc1cc(C)n(-c2ccc(C(=O)OCC(=O)N3CCN(c4ccccc4)CC3)cc2)n1 | i | -2.6
Cc1c(O)c(C)c2c(c1O)C(=O)C[C@@H](c1ccccc1)O2 | i | 0.0
C[C@H]1COC(=O)[C@@H](CC(=O)OC(C)(C)C)C/C=C\C[C@@H](CC(=O)N(CCO)Cc2ccccc2)C(=O)N1 | i | 5.6
Cc1cc(Br)ccc1NC(=O)CN(C)C(=O)CSC(=S)N1CCCC1 | i | 3.9
c1cncc(-c2cn(C[C@H]3CC[C@H](Cn4cc(-c5cccnc5)nn4)O3)nn2)c1 | i | -6.5
Cc1[nH]c2ccccc2c1C(=O)COC(=O)C1CC(O)CN1S(=O)(=O)c1ccc(Cl)cc1 (stereo not drawn) | i | -0.5
CN(CCc1ccccc1)C(=O)c1ccc(NC(=O)Cc2cccc(NC(=O)C3CCN(C(=O)CCc4ccccc4)CC3)c2)cc1 | i | -0.8
CN(CC(=O)Nc1ccc(F)cc1)C(=O)Cc1ccsc1 | i | 1.7
CCC1([N+](=O)[O-])COC(c2ccc(Cl)cc2)OC1 (stereo not drawn) | i | 1.9
COc1cc(OC)cc(-c2cc3ccc(F)cc3cn2)c1 | i | 13.1
O=C(Cn1nc(Cc2cccnc2)c2ccccc2c1=O)N1CCN(c2ccccn2)CC1 | i | -5.0
N#Cc1ccccc1NC(=O)CNc1cc(S(=O)(=O)N2CCOCC2)ccc1NCC1CCCO1 (stereo not drawn) | i | -3.5
C[C@H](CO)N1C[C@H](C)[C@@H](CN(C)C(=O)Nc2ccccc2)Oc2c(NC(=O)NC3CCCCC3)cccc2C1=O | i | -4.9
Cc1cccc(OC(=O)n2c(=S)oc3cc(Cl)ccc32)c1 | i | 8.4
CC(C)c1cc(N=O)cc(C(C)C)c1O | i | 7.2
N#C/C(=C\c1ccccc1)C(=O)NNS(=O)(=O)c1cccc([N+](=O)[O-])c1 | i | -6.4
Cc1ccc(S(=O)(=O)NCCC(=O)NC2CCCCCC2)cc1 | i | 10.7
C[C@@H](C(=O)N1CCN(c2ccccc2)CC1)N1C(=O)C2CC=CCC2C1=O (stereo partly drawn) | i | -4.1
O=c1c(OC2OC(CO)C(O)C(O)C2OC2OC(CO)C(O)C(O)C2OC2OC(CO)C(O)C(O)C2O)c(-c2ccc(O)c(O)c2)oc2cc(O)cc(O)c12 (stereo not drawn) | i | 25.7

Among those listed so far, these have a tert-butyl group:
SMILES | KCNK3 inh | Dyrk1A ADPGlo
CCN(C[C@H]1N[C@@](CC)(C(=O)OC)[C@H]2C(=O)N(C)C(=O)[C@@H]12)C(=O)c1ccc(C(C)(C)C)cc1 | i | 4.3
C[C@H]1COC(=O)[C@H](CC(=O)OC(C)(C)C)C/C=C\C[C@@H](CC(=O)N[C@@H](CO)Cc2ccccc2)C(=O)N1 | i | -3.8
C[C@H]1COC(=O)[C@@H](CC(=O)OC(C)(C)C)C/C=C\C[C@@H](CC(=O)N(CCO)Cc2ccccc2)C(=O)N1 | i | 5.6

Continuation:
SMILES | KCNK3 inh | Dyrk1A ADPGlo
CCOc1ccccc1NC(=O)C1CCCN1C(=O)c1cccs1 (stereo not drawn) | i | -1.9
CC(=O)OCC1=C(C(=O)OC(C)(C)C)N2C(=O)[C@@H](NC(=O)Cc3ccccc3)[C@H]2SC1 | i | 0.0
COc1cccc(NC(=O)CN(C)C(=O)c2ccc(S(=O)(=O)Nc3ccccc3C)cc2)c1 | i | 0.3
O=C(Cc1ccc(S(=O)(=O)N2CCOCC2)s1)N1CCN(S(=O)(=O)c2cccc(F)c2)CC1 | i | -3.9
COc1ccc(OCC(=O)NCc2nc(-c3ccccc3)no2)cc1 | i | 5.7
COc1ccccc1NC(=O)CN1C(=O)NC2(CCCc3ccccc32)C1=O (stereo not drawn) | i | -3.5
CCN(Cc1nc2ccccc2c(=O)[nH]1)C(=O)COc1ccccc1Cc1ccccc1 | i | -19.1
O=C1CC[C@@H](O)CCN1CC[C@H](Sc1ccc(Br)cc1)c1ccccc1 | i | 0.5
COc1ccc(OC)c(/C=C/C(=O)N(C)CC(=O)Nc2ccc(N3CCOCC3)cc2)c1 | i | 5.1
CC(C)(CCC(=S)N1CCOCC1)c1ccccc1 | i | -0.3
CCOC(=O)C1CCN(C(=O)c2cc(S(=O)(=O)N3CCOCC3)ccc2C)CC1 | i | -4.1
CC(OC(=O)c1cc(=O)c2cc(Cl)ccc2o1)C(=O)N1CCCC1 (stereo not drawn) | i | 23.7
O=C(CCCN1C(=O)c2cccnc2C1=O)N1CC(=O)N(CCc2ccccc2)C(=O)C1 | i | 1.7
CCOC(=O)C1=CN(CC)S(=O)(=O)NC1c1ccc2ccccc2c1 (stereo not drawn) | i | 1.6
COC(=O)c1ccc(CSC2=NC[C@@H]3[C@@H]4C(=O)N(C)C(=O)[C@@H]4[C@](Cc4ccccc4)(C(=O)OC)N23)cc1 | i | -0.1
Cn1c(=S)n(/N=C/c2ccc3c(c2)OCO3)c2ccccc21 | i | 2.9
Nc1ncnc2c1ncn2[C@@H]1O[C@H](COP(=O)(O)OP(=O)(O)OP(=O)(O)O)[C@@H](O)[C@H]1O | i | -22.2
Nn1c(SCC(=O)Nc2nccs2)nnc1-c1ccco1 | i | 1.4
Cc1ccc(NC(=O)CN2CCCC2c2cccs2)cc1S(=O)(=O)N1CCCCC1 (stereo not drawn) | i | 0.2
C=CC[C@H](CC(=O)N(CCO)Cc1ccccc1)C(=O)NCCOC(=O)[C@H](CC=C)CC(=O)OC(C)(C)C | i | 4.9

Whole records from above. Order of values: KCNK3 inh, Dyrk1A ADPGlo
Record of `Cc1ccc(NC(=O)CN2CCCC2c2cccs2)cc1S(=O)(=O)N1CCCCC1` (stereo not drawn) = i, 0.2
Record of `O=C(CCCN1C(=O)c2cccnc2C1=O)N1CC(=O)N(CCc2ccccc2)C(=O)C1` = i, 1.7
Record of `CCOC(=O)C1CCN(C(=O)c2cc(S(=O)(=O)N3CCOCC3)ccc2C)CC1` = i, -4.1

Back to the main list, starting 7 compounds before the break.
SMILES | KCNK3 inh | Dyrk1A ADPGlo
CCOC(=O)C1=CN(CC)S(=O)(=O)NC1c1ccc2ccccc2c1 (stereo not drawn) | i | 1.6
COC(=O)c1ccc(CSC2=NC[C@@H]3[C@@H]4C(=O)N(C)C(=O)[C@@H]4[C@](Cc4ccccc4)(C(=O)OC)N23)cc1 | i | -0.1
Cn1c(=S)n(/N=C/c2ccc3c(c2)OCO3)c2ccccc21 | i | 2.9
Nc1ncnc2c1ncn2[C@@H]1O[C@H](COP(=O)(O)OP(=O)(O)OP(=O)(O)O)[C@@H](O)[C@H]1O | i | -22.2
Nn1c(SCC(=O)Nc2nccs2)nnc1-c1ccco1 | i | 1.4
Cc1ccc(NC(=O)CN2CCCC2c2cccs2)cc1S(=O)(=O)N1CCCCC1 (stereo not drawn) | i | 0.2
C=CC[C@H](CC(=O)N(CCO)Cc1ccccc1)C(=O)NCCOC(=O)[C@H](CC=C)CC(=O)OC(C)(C)C | i | 4.9
Cn1cccc1/C=C1\SC(=S)N(NC(=O)c2cccc(Cl)c2)C1=O | i | 2.1
Oc1ccc(Cl)cc1CNCc1ccc(Cl)cc1 | i | -2.0
O=C(CN1C(=O)NC2(CCCCCCC2)C1=O)Nc1cccc(Br)c1 | i | 1.6
O=C(OCC(=O)N1CCOCC1)c1cc(S(=O)(=O)N2CCOCC2)c(Cl)cc1Cl | i | 0.9
O=C(CSc1nnc(Nc2ccccc2F)s1)NCc1ccco1 | i | 14.2
O=S(=O)(c1ccc(Br)s1)N1CCN(CCOc2ccccc2)CC1 | i | 5.6
COc1ccc(NC(=O)Nc2cccc3c2O[C@H](CN(C)C(=O)NC(C)C)[C@@H](C)CN([C@H](C)CO)C3=O)cc1 | i | 3.4
CCCC/C=C1/CCC(CN(C)C)C1=O (stereo not drawn) | i | -1.1
CCCCCCSc1cccc(-c2nc3ccc(Cl)cn3c2NCCCC)c1 | i | -20.2
CCOC(=O)[C@H]1[C@H]2COc3ccc(OC)cc3[C@@H]2N2C(=O)CN(Cc3ccccc3)C(=O)[C@@]12C | i | 7.6
COc1ccccc1CNCCS(=O)(=O)NCc1ccccc1OC | i | 8.1
Cc1cccc(NC(=O)c2nc[nH]c2C(=O)N2CCc3ccccc3C2)c1 | i | 3.9
CC(OC(=O)c1ccc(-n2cnnn2)cc1)C(=O)N(C)c1ccccc1 (stereo not drawn) | i | 2.8
CCNC(=O)c1cccc(NC(=O)C2CC(=O)N(CCc3ccccc3)C2)c1 (stereo not drawn) | i | -3.7
CN(CC1COc2ccccc2O1)C(=O)CSc1nncs1 (stereo not drawn) | i | -4.4
CC(=O)Nc1ccc(SC[C@H](Cc2ccccc2)N2CC[C@@H](C(C)(C)C)CCC2=O)cc1 | i | 2.1
CCCCC[C@@H]1C=C(C(=O)O)[C@H](c2ccc(C#N)cc2)N1S(=O)(=O)c1ccc(C)cc1 | i | -0.7
C1CCN2CC3CC(CN4CCCC[C@@H]34)[C@H]2C1 | i | 1.0
O=C(CNC(=O)OCc1ccccc1)NCC(=O)Oc1ccc([N+](=O)[O-])cc1 | i | 7.8
CC1CN(C(=O)COC(=O)Cc2c(F)cccc2Cl)CC(C)O1 (stereo not drawn) | i | 0.1
CC(=O)c1ccc(N2CCN(CC(=O)N(C3CC3)C3CCS(=O)(=O)C3)CC2)c(F)c1 (stereo not drawn) | i | -6.9
O=C(COC(=O)Cc1n[nH]c(=O)c2ccccc12)Nc1c(Br)cc([N+](=O)[O-])cc1Br | i | 6.7
C=CCNc1nc2c(c(=O)[nH]c(=O)n2C)n1Cc1cccc(C)c1 | i | -1.5
CC(NC(=O)c1cc2c(s1)CCCC2)C(C)(C)C (stereo not drawn) | i | 25.3
CCCCCCCCNc1ncnc2[nH]ncc12 | i | 3.7
CC[C@]12c3[nH]c4cc(-c5ccco5)ccc4c3CCN1C(=O)[C@@H](CC(=O)NC/C=C(\C)CCC=C(C)C)C[C@@H]2C(=O)N1CCN(C(=O)C2CC2)CC1 | i | -0.5
O=C(CCNS(=O)(=O)c1ccccc1C(F)(F)F)N1CCCCCCC1 | i | 2.1
CCC(CO)Oc1cc(NCc2ccc(C(C)(C)C)cc2)c2ncn(C(C)C)c2c1 (stereo not drawn) | i | 13.1
C[C@H]1COC(=O)[C@@H](Cc2ccc(F)cc2)CC/C=C/C[C@@H](CC(=O)N(CCO)Cc2ccccc2)C(=O)N1 | i | 5.6
Cn1c(SCC(=O)Nc2nc3ccccc3s2)nnc1-c1ccccc1 | i | 1.3
CN(CC(=O)Nc1ccc(Cl)c(C(F)(F)F)c1)C(=O)c1cnccn1 | i | 1.1
O=C(Nc1nnc(C2CCCO2)s1)c1ccc(Br)cc1 (stereo not drawn) | i | 7.8
O=C1Nc2ccc3c(c2C1=Cc1cc2c(cc1Br)OCO2)OCO3 | i | 1.5
CC1CCCC(NC(=O)C2COc3ccccc3O2)C1C (stereo not drawn) | i | 3.0
C=CC[C@@H](Cc1ccc(F)cc1)C(=O)OC[C@H]1CCCN1C(=O)[C@H](CC=C)CC(=O)N(CCO)Cc1ccccc1 | i | 0.0
CC(C)c1ccc(S(=O)(=O)N2CCC(C(=O)N3CCN(c4cccc(Cl)c4)CC3)CC2)cc1 | i | -2.6
COc1ccc(-c2cc(C(F)(F)F)nc(SCCC(=O)N3CCN(C)CC3)n2)cc1 | i | -1.9
O=C(C1CC(=O)N(c2ccc3c(c2)OCCO3)C1)N1CCN(S(=O)(=O)c2ccccc2F)CC1 (stereo not drawn) | i | -0.9
